# Screening results (PubChem)
# PKA-R2B activ: PKA-R2B complex activation. P22694+P31323. PKA-R2B holoenzyme dissociation, Cy5-IP20 fluorescence polarization; R2B truncated from residue 108, S112A mutant; 0% DMSO only, 100% 113 µM cGMP. activation, % at 11.4 µM. actives 0.079% (n = 340,000). AID 504700;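 active means activation above a cutoff set at the mean over all compounds plus 3 SD, cut at about 18% in these data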;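 further: higher means more holoenzyme dissociation and a rise in polarization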
# phage Ecoli inh: E. coli growth loss with phage present. actives 0.26% (n = 360,000). growth absorbance. inhibition, % at 11.9 µM; in the data active means inhibition above about 11%
# CDK5 p35 inh: inhibitors of human CDK5/p35 kinase; Recombinant CDK5/p35, ADP-Glo luminescence, 60 min; inhibition, % at 10 µM; actives 0.01% (n = 330,000);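 active means highest replicate inhibition of at least 50% and at least 75% of replicates reaching 50%; inconclusive means only one of the two criteria met; inactive means both criteria failed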;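 further: plate controls were DMSO neutral control for no effect and GW8510 at 10 µM for full effect; many of its hits are not listed in these tables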
# E coli growth: reduces bacterial viability in AddAB counter-screen; E. coli V3065 growth, OD600 absorbance, 18 h; inhibition, % at 11.9 µM; actives 0.27% (n = 330,000); AID 449728;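 active means inhibition above the campaign's mean inhibition across all tested compounds plus 3 SD, cut at about 9.9% in these data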;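 further: uninfected addAB+ strain grown without phage in ampicillin broth; 0% = DMSO wells and 100% = ciprofloxacin 0.95 µg/ml wells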
# Tat export inh: E. coli Tat transport inhibition. inhibition, % at 10 µM. actives 0.036% (n = 340,000). E. coli MC4100 TorA-mCherry Tat export, fluorescence;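 active means mean replicate inhibition at least 50% and at least half of replicates individually reaching 50%; inconclusive means only one of the two criteria met; inactive means neither criterion met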;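 further: exported cargo escapes ClpAP degradation while cytoplasmic cargo is degraded and loses fluorescence; 0% = median of neutral control wells and 100% = median of NaSCN control wells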
# HTR5A inv ctr: counter-screen for OPRM1-OPRD1 inverse agonists: human HTR5A inverse agonism | P47898 | HTR5A cell line, luminescence | inhibition, % at 9.3 µM | actives 0.083% (n = 340,000); in the data active means inhibition mostly above about 23%, no sharp cut-off; inactive means mostly below about 18%;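 further: 0% = cells with DMSO and 100% = no-cell wells with DMSO; some compounds called inactive have numbers as strong as hits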
# Target sequence (P47898 whole entry, looked up): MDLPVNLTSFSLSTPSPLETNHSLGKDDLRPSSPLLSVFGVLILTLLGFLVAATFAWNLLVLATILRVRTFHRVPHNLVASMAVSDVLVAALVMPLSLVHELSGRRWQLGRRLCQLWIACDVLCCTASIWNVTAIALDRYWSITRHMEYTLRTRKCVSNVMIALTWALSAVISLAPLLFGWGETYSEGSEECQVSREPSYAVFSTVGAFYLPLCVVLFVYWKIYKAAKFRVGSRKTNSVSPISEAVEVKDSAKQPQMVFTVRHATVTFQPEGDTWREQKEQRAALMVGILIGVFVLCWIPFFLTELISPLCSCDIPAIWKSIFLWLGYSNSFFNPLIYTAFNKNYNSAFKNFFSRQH
# AddAB inh: less growth of phage-infected E. coli with AddAB; actives 0.29% (n = 330,000); inhibition, % at 11.9 µM; E. coli expressing H. pylori AddAB, absorbance growth; in the data active means inhibition above about 12%;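 further: 0% = vehicle wells of infected cells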
# DAGLB inh: blocks human DAGLB lipase activity; Q8NCG7; inhibition, % at 5.17 µM; HEK293T DAGLB membrane lysate, EnzChek fluorogenic substrate; actives 0.059% (n = 340,000); in the data active means inhibition above about 34%;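 further: 0% = enzyme with vehicle and 100% = wells lacking enzyme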
# Target sequence (Q8NCG7 whole entry, looked up): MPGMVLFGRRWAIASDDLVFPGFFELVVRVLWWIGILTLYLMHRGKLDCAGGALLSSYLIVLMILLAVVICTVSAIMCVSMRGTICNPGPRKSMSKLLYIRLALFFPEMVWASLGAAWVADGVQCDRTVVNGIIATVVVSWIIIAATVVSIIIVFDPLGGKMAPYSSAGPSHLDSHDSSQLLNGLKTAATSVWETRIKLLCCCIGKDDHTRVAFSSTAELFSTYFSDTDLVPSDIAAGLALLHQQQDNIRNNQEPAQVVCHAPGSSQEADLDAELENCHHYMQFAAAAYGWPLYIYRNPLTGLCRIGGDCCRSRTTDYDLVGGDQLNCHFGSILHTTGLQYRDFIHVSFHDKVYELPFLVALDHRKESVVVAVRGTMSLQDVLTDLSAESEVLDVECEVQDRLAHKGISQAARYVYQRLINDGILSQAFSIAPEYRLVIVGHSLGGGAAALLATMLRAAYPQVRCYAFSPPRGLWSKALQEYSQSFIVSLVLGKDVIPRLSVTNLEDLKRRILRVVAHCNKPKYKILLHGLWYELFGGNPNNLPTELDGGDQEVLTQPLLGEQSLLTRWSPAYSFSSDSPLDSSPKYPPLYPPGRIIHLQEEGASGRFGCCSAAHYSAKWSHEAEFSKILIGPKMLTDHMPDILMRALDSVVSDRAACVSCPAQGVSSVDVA
# PKA-R1A activ: PKA-R1A complex activation; activation, % at 11.4 µM; PKA-R1A dissociation, Cy5-IP20 fluorescence polarization; scaled: DMSO 0%, 113 µM cGMP 100%; actives 0.083% (n = 340,000); P00514+P68181; AID 504707;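 active means percent activation above the mean of all tested compounds plus 3 SD, cut at about 19% in these data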;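 further: higher means more PKAc released from R1A so a rise in polarization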
# HTR5A ag: activates human HTR5A in OPRM1-OPRD1 agonist counter-screen; activation, % at 9.3 µM; P47898; actives 0.61% (n = 340,000); HTR5A agonist assay, luminescence, cell-based; in the data active means activation mostly above about 9.5%, no sharp cut-off; inactive means mostly below about 7.6%;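 further: 0% = cells with vehicle only and 100% = reference agonist; strong numbers were not always called active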
# Mot1-301 SUMO: blocks SUMOylation pathway, rescuing yeast Mot1-301 growth | S. cerevisiae Mot1-301 growth rescue, ATP luminescence, 38.5C; percent above DMSO median, 100 means doubled | growth rescue, % at 18.8 µM | actives 1% (n = 320,000);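 active means every valid replicate shows activation above 250% relative to neutral control wells; inactive means the rest, any valid replicate at or below 250%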;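 further: OY570 slx delta 5 strain wells were the positive control but not used for scaling; some compounds called inactive have numbers as strong as hits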
# Numbers without * were called inactive; ? = inconclusive; . = no result given; & = joins results of further samples.
SMILES,PKA-R2B activ,phage Ecoli inh,CDK5 p35 inh,E coli growth,Tat export inh,HTR5A inv ctr,AddAB inh,DAGLB inh,PKA-R1A activ,HTR5A ag,Mot1-301 SUMO
Cc1ccccc1NC(=S)N(Cc1cccs1)C1CCCCC1,3.5,2.5,0.6,-1.1,3.2,-7.5,1.9,-2.4,-10.8,2.7,123.7
CCC(C)NC(=O)Cn1nc(C(F)(F)F)c2c1CCCC2 (stereo not drawn),0.8,1.6,-0.5,-0.4,2.3,-28.8,-0.4,2.6,1.6,4.9,-21.1
CC(C)Oc1ccc(C(CC(=O)O)NC(=O)c2cccs2)cc1 (stereo not drawn),-2.1,2.1,0.7,-0.4,-4.4,-9.2,0.9,-4.3,-3.2,2.8,-3.1
CCOc1ccc2nc(N3CCCC(C(=O)N4CCN(CC)CC4)C3)sc2c1 (stereo not drawn),-4.0,1.1,0.6,1.0,-0.1,15.0,2.6,0.3,-9.2,-5.8,-8.6
CCn1cc(C(=O)N2CCN(c3ccc([N+](=O)[O-])cc3)CC2)c(=O)c2ccc(C)nc21,5.7,2.5,-0.3,1.5,-6.6,-12.2,0.6,1.9,2.8,4.2,-2.7
CCS(=O)(=O)Nc1cccc(C(=O)CC2(O)C(=O)Nc3ccccc32)c1 (stereo not drawn),4.7,4.4,0.7,0.4,7.0,13.9,1.5,-0.8,-4.0,6.0,16.2
O=C1N/C(=C/c2ccsc2)C(=O)N1c1ccccc1,-4.1,2.4,-0.7,0.9,-14.1,4.0,2.5,1.5,2.2,-1.6,-6.8
Nc1ccn(C2CCCO2)c(=O)n1 (stereo not drawn),-2.6,3.2,5.1,.,10.1,-0.2,.,-1.0,-2.0,0.0,.
CC(=O)c1cccc(NC(=S)NC(=O)Cc2ccccc2)c1,-4.5,2.5,3.9,0.0,-0.9,-0.2,3.6,-5.2,-1.5,0.1,5.8
CC1CCCC(C)N1CCCNC(=O)C(=O)Nc1ccc2nc3n(c(=O)c2c1)CCCCC3 (stereo not drawn),-3.0,0.2,1.2,-0.4,-9.4,-12.0,5.1,1.6,-13.3,-4.8,18.9
COc1cc(O)c2c(=O)c3c(O)c(O)ccc3oc2c1OC,-5.1,.,-0.8,.,2.8,3.9,.,15.7,7.6,-3.2,.
CN(CCC#N)C(=O)COC(=O)C1c2ccccc2Oc2ccccc21,-1.6,0.0,1.2,-2.8,2.7,-7.4,0.4,-0.1,-18.7,2.6,1.4
O=C(Nc1ccc(F)cc1)c1cccc(N2C(=O)c3ccccc3C2=O)c1,8.9,1.9,-0.1,-1.3,8.9,1.7,5.9,-0.6,9.4,8.2,138.3
CN(Cc1ccccc1)C(=O)COC(=O)C1CCN(S(=O)(=O)c2ccc3c(c2)OCCO3)CC1,-8.3,0.1,-0.5,0.7,-9.5,-22.6,-1.2,-1.8,-4.2,-2.4,14.7
CCOc1ccc(N2C(=O)c3cccnc3C2Nc2ccc(Cl)cc2)cc1 (stereo not drawn),0.3,3.4,0.5,1.8,6.9,-4.5,1.4,0.6,9.7,2.1,-8.9
CSc1ccc(C2c3[nH]c4ccccc4c3CCN2C(=O)c2ccnn2C)cc1 (stereo not drawn),-10.4,4.1,0.7,2.0,6.5,-13.5,1.9,-2.2,-9.6,7.9,115.0
CCCC1C(=O)Nc2ccccc2N1C(=O)c1ccc(C(C)(C)C)cc1 (stereo not drawn),-18.9,2.5,-2.7,1.3,16.3,-13.3,-1.2,-2.6,-5.5,3.4,-4.5
O=C(CN1C(=O)CSC1=O)Nc1ccc(F)c(F)c1F,1.3,1.6,1.0,0.5,5.8,-13.1,0.2,1.4,0.3,5.0,-18.6
Cc1ccc2c(c1)C(O)(c1c(C)[nH]c3ccccc13)C(=O)N2 (stereo not drawn),-10.2,-0.9,-2.7,-1.6,-0.4&2.2,-15.4,0.2,-2.5,0.2,0.8,2.3
Cc1ccccc1Cn1nnc(-c2ccc3c(c2)OCO3)n1,-6.4,5.4,-0.4,0.8,8.0,-0.9,-0.9,-7.0,-7.3,0.2,15.5
CC(=O)c1c(C)[nH]c(C(=O)COC(=O)c2cccs2)c1C,-0.3,3.8,2.1,-0.7,0.3,-14.0,0.2,2.0,-4.6,3.6,-2.1
COc1cc(C2c3c(-c4cc(Cl)c(C)cc4O)n[nH]c3C(=O)N2Cc2cccnc2)ccc1O (stereo not drawn),-15.8,3.0,0.5,-0.7,-3.6,4.4,-2.4,3.6,13.9,1.5,-5.3
CCc1ccc(-c2nc(CS(=O)CC(=O)NCc3ccc4c(c3)OCO4)c(C)o2)cc1 (stereo not drawn),-0.9,2.4,0.1,-0.2,7.1,-0.8,2.2,1.7,-5.8,-3.8,-10.4
Cc1ccc(S(=O)(=O)N(CC(=O)NCc2ccncc2)Cc2ccccc2F)cc1,-11.9,2.3,-2.3,1.4,-0.5,-17.4,2.9,-5.6,-3.8,6.1,4.8
O=C(COc1ccc2c3c(c(=O)oc2c1)CCC3)c1ccc2c(c1)OCO2,0.4,0.4,0.0,0.7,-3.0,-8.5,0.3,-2.7,-3.2,-1.1,16.7
CCN(Cc1ccc(N(C)C)cc1)C(C)C(=O)Nc1ccc(S(=O)(=O)N2CCCC2)cc1 (stereo not drawn),5.3,0.8,0.8,-3.3,-5.8,8.7,-0.9,-2.0,12.2,4.4,9.8
CCOC(=O)C1CCN(C(=O)c2ccccc2N(C)S(C)(=O)=O)CC1,-10.8,3.1,0.6,-0.5,0.3,-1.8,5.4,-0.5,-5.7,-2.6,0.1
COc1ccc(N2CCN(c3ccc([N+](=O)[O-])cc3Cl)CC2)cc1,-9.6,0.4,-0.2,1.0,-1.1,-41.1,2.2,-0.4,3.9,1.2,-3.8
O=S(=O)(NCc1ccccc1)c1ccc(S(=O)(=O)N2CCCCC2)cc1,-4.8,1.5,-0.3,-0.8,-4.5,-14.1,1.3,-1.9,-5.4,4.3,-26.7
CC1CCc2sc(C(=O)NNS(=O)(=O)c3ccc(F)c(F)c3F)cc2C1 (stereo not drawn),-9.3,0.7,-0.4,2.1,-7.1,4.8,2.1,2.6,-13.5,-2.0,19.3

# Structures listed so far with a nitro group on carbon (2):
SMILES,PKA-R2B activ,phage Ecoli inh,CDK5 p35 inh,E coli growth,Tat export inh,HTR5A inv ctr,AddAB inh,DAGLB inh,PKA-R1A activ,HTR5A ag,Mot1-301 SUMO
CCn1cc(C(=O)N2CCN(c3ccc([N+](=O)[O-])cc3)CC2)c(=O)c2ccc(C)nc21,5.7,2.5,-0.3,1.5,-6.6,-12.2,0.6,1.9,2.8,4.2,-2.7
COc1ccc(N2CCN(c3ccc([N+](=O)[O-])cc3Cl)CC2)cc1,-9.6,0.4,-0.2,1.0,-1.1,-41.1,2.2,-0.4,3.9,1.2,-3.8

# More records follow.
SMILES,PKA-R2B activ,phage Ecoli inh,CDK5 p35 inh,E coli growth,Tat export inh,HTR5A inv ctr,AddAB inh,DAGLB inh,PKA-R1A activ,HTR5A ag,Mot1-301 SUMO
COc1ccc(OCC(=O)NCCCNC(=O)COc2ccc(OC)cc2)cc1,-0.8,1.4,0.7,0.3,-9.8,-1.2,1.4,2.7,-2.6,0.3,-18.3
O=C(c1ccc2ccccc2n1)N1CCN(c2ccccn2)CC1,5.5,2.4,1.6,1.8,14.9,-8.1,7.2,-5.0,-0.9,2.5,44.8
CCN(CC)S(=O)(=O)c1cccc(C(=O)N/N=C/c2cc(OC)c(O)c(OC)c2)c1,-5.6,0.7,1.7,-0.2,0.1,-7.5,1.6,0.2,3.4,2.0,0.8
O=C(CCOc1ccccc1)Nc1cccc([N+](=O)[O-])c1,-6.5,4.0,-1.2,-0.2,10.3,-5.2,2.5,-1.7,-13.5,1.9,10.9
CC(=O)Nc1cccc(NS(=O)(=O)c2c(C)noc2C)c1,5.8,1.4,0.7,0.8,-9.7,22.4,2.7,-0.3,-7.7,-9.1,-9.7
C#CCOC(=O)c1ccccc1C(=O)OCC#C,-2.9,2.4,0.0,0.9,2.1,11.3,4.7,-1.1,-6.3,2.8,96.9
COC(=O)C(C)Sc1nc2ccsc2c(=O)n1Cc1ccccc1 (stereo not drawn),-6.8,0.5,0.4,-3.0,7.2,-12.2,3.6,-0.7,2.3,2.4,82.8
CCC(C)(C(=O)NC1CCCCC1)N(C(=O)CNC(=O)c1ccccc1)c1c(C)n(C)n(-c2ccccc2)c1=O (stereo not drawn),-2.5,2.9,1.1,-2.6,-8.3,-7.8,-1.7,2.2,-2.5,-4.4,23.3
O=C(O)CCC(=O)N1CCc2cc(S(=O)(=O)N3CCN(c4ccc(F)cc4)CC3)ccc21,-4.5,-0.8,-3.3,1.6,3.0,2.1,0.5,1.9,-14.5,-0.8,-0.2
CCOC(=O)c1c(S(=O)(=O)NCC(=O)N2CCN(c3cccc(OC)c3)CC2)c(C)n(C)c1C,-12.2,1.3,0.8,-3.9,-0.2,3.3,0.5,-2.5,-2.2,-3.7,20.6
COc1ccc(C)cc1NC(=O)CSc1nnc(-c2ccco2)n1N,-6.4,3.7,5.7,0.2,3.6,-24.8,2.2,-1.8,-10.1,1.3,-6.8
C/C=C(\C)c1nnc(NC(=O)C(C)C)s1,5.8,7.1,-0.8,-2.3,13.0,-10.7,0.2,0.6,2.1,-3.7,67.4
COc1ccc(NS(=O)(=O)c2cc(C)ccc2NC(=O)c2cc(C)oc2C)cc1,-1.6,1.9,-0.2,3.0,9.4,-10.9,-0.6,-0.9,-0.2,2.4,504.4
CCOc1cc(/C=N\Nc2nc(-c3ccc(C)cc3)c(NC(C)=O)s2)ccc1O,-8.2,2.2,-1.8,-0.2,1.3,-9.3,1.1,-0.3,-0.4,3.0,-2.8
CCOn1c(SCC)nc2ccccc2c1=O,2.2,4.2,3.2,0.2,-0.9,-10.3,1.4,-0.3,-14.0,-0.2,-12.2
CN(CCO)c1ccc([N+](=O)[O-])cc1C(=O)O,-5.0,-0.9,0.9,0.8,6.1,12.9,3.0,0.8,16.2,1.1,463.9
Cc1ccc(N(CC(=O)Nc2ccc(F)cc2)S(=O)(=O)N2CCCC2)cc1,-13.8,1.3,-0.1,0.2,8.2,-1.8,1.2,-5.0,-15.6,0.5,6.9
O=C(CSc1ncccn1)NC(=O)Cc1ccccc1,1.4,2.3,-2.2,0.0,2.9,-3.4,-0.1,-4.0,5.8,1.3,7.3
O=C1S/C(=C\c2ccc(N3CCOCC3)o2)C(=O)N1Cc1c(F)cccc1Cl,5.0,0.6,0.9,-2.5,-2.8,-5.1,-0.9,-5.4,5.8,1.1,39.4
CC(C)c1ccc(/C=N/NC(=O)CN(c2cccc(Cl)c2Cl)S(C)(=O)=O)cc1,-14.8,-0.2,0.7,0.7,-10.0,-20.5,1.9,-2.1,-8.4,8.2,-14.7
COc1ccc(CCNC(=O)CN2CCOc3ccccc32)cc1OC,3.1,3.2,0.2,-0.7,?,-4.5,7.8,0.1,5.2,1.6,-15.4
CC1(C)C2C/C(=N\O)C(C)(/[N+]([O-])=C/c3cccc([N+](=O)[O-])c3)CC21 (stereo not drawn),0.6,0.8,0.2,2.3,-4.9,13.5,0.8,-0.1,-12.9,-4.9,.
